Rin1 Abl inh: inhibitors of human Rin1-Abl protein interaction | TR-FRET Rin1/Abl binding, biochemical | inhibition, % at 7.35 µM | 360,000 compounds, 0.4% hits; in the data active = inhibition above about 5%, passing the limit was not always enough
eLon inh: inhibitors of E. coli Lon protease. AID 602123. 360,000 compounds, 0.42% hits. purified E. coli Lon protease, fluorescence polarization. P0A9M0. inhibition, % at 7.94 µM; in the data active = inhibition above about 13%, passing the limit was not always enough;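 also: 0% = enzyme with probe and DMSO and 100% = no enzyme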
MsrA inh: bovine MsrA inhibition; purified bovine MsrA, absorbance read-out; inhibition, % at 15.5 µM; 360,000 compounds, 0.75% hits; in the data active = inhibition above about 4.5%;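 also: 0% = vehicle wells with enzyme and 100% = reference inhibitor wells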
MT1-MMP act inh: MT1-MMP (human) activation inhibition | P50281 | HT1080 RFP-PRO-GFP cells, GFP/RFP ratio fluorescence, overnight; percent of plate control window, DMSO zero | GFP/RFP ratio change, % at 20 µM | 360,000 compounds, 0.061% hits | AID 651647;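 active = GFP/RFP ratio change of at least 30% with cell ATP level not reduced by more than half and red fluorescence within 50% of control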; also: strong numbers were not always called active
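Assay system: HT1080 RFP-PRO-GFP cells | Dosing: 20 µM single dose, 1% DMSO | Incubation: Cells overnight before dosing, compound overnight, 37 °C, 5% CO2 | Evaluation: GFP/RFP fluorescence ratio | Control set: DMSO-only wells and HT1080 RFP-L50D-GFP cell wells as references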
Rpn11 inh: inhibitors of human proteasome Rpn11 | calls only at 20 µM | human 26S proteasome, Ub4-pepOG fluorescence polarization; 20S core pre-blocked with epoxomicin | O00487 | AID 588493 | 360,000 compounds, 0.59% hits;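 active = inhibition at 20 µM, scaled to each plate's controls, above about 33%, limit read from the data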
MLLE-PAM2 inh: blocks PAM2 peptide binding to the PABP1 MLLE domain | 360,000 compounds, 0.36% hits | GST-MLLE / FITC-PAM2 fluorescence polarization | inhibition, % at 20 µM | AID 588489 | P11940; in the data active = inhibition above about 35%, passing the limit was not always enough;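 also: plate controls were DMSO wells with GST-MLLE for no effect and wells lacking GST-MLLE protein for full effect; some results filed as inactive read as strong as hits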
Target sequence (P11940 whole entry, looked up, the tested form may be a part): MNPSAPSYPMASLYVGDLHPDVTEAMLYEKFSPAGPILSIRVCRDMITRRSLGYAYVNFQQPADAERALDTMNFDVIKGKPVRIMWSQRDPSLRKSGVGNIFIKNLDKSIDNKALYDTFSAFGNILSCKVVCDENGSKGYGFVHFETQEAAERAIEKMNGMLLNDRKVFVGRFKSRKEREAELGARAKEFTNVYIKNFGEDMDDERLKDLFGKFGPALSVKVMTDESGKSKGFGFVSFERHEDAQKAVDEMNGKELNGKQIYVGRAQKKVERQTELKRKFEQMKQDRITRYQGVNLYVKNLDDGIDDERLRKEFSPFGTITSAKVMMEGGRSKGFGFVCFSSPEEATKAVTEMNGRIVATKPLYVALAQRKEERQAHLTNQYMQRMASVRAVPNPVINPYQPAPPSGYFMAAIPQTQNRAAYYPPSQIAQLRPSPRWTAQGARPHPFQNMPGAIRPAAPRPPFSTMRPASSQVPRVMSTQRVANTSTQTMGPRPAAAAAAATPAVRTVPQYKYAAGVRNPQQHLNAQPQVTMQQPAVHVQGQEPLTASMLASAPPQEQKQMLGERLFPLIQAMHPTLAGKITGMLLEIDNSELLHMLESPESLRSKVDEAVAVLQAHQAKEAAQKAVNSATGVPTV
FAS TE block: blocks the thioesterase domain of human fatty acid synthase; P49327; AID 602261; inhibition, % at 15 µM; recombinant FAS-TE, OMFH fluorogenic substrate, fluorescence endpoint; 360,000 compounds, 0.67% hits;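 active = compounds whose normalised, plate-corrected inhibition of enzyme fluorescence in the single-dose primary screen is 50% or more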;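 also: 0% = DMSO with enzyme and 100% = substrate without enzyme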
MsrA act: activators of bovine methionine sulfoxide reductase A; AID 602163; 360,000 compounds, 0.3% hits; activation, % at 10.6 µM; purified bovine MsrA, absorbance read-out; in the data active = activation above about 7.5%;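 also: 0% = vehicle and 100% = reference activator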
CSN inh: CSN deneddylation inhibition; inhibition, % at 12.5 µM; Purified CSN, SCF-Nedd8-OG deneddylation, fluorescence polarization; AID 651999; 360,000 compounds, 0.38% hits;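 active = pattern-corrected inhibition above about 35%, with an unprinted fluorescence ratio check between 0.5 and 1.5, limit read from the data, passing the limit was not always enough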;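 also: 0% = enzyme with substrate and 100% = substrate without enzyme; some results filed as inactive read as strong as hits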
Target sequence (Q92905 whole entry, looked up, one chain of several): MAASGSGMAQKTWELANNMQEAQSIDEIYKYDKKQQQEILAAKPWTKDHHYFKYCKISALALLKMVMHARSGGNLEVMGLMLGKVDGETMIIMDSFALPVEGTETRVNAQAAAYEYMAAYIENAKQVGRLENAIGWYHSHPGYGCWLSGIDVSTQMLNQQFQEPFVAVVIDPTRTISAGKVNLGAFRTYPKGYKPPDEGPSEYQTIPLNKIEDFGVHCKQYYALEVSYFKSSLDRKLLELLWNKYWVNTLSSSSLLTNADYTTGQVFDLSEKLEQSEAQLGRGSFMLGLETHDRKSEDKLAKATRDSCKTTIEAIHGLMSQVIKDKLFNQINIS
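Material: human Csn5 produced in HEK293T cells; Input: enzyme 0.24 nM; Reagent: SCFSkp2-Nedd8OG substrate at 10 nM final; Dosing: 12.5 µM compound; Incubation: 90 min reaction at room temperature; Detection: fluorescence polarization of the substrate; Evaluation: % inhibition of substrate cleavage by Csn5; Control set: substrate-only high control, full reaction low control.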
Numbers without * were called inactive.

Cc1ccc(OCc2n[nH]c(=S)n2C2CCCCC2)cc1 was read as Rin1 Abl inh 0, eLon inh 2, MsrA inh -0.2, MT1-MMP act inh -5, Rpn11 inh inactive, MLLE-PAM2 inh -6, FAS TE block 5, MsrA act 2 and CSN inh 0.
`CSc1ncnc2c1ncn2CC(=O)C1CCC2C3CCC4=CC(=O)CCC4(C)C3CCC12C` (configuration not stated) gave Rin1 Abl inh 13*, eLon inh -15, MsrA inh 0.3, MT1-MMP act inh 4, Rpn11 inh inactive, MLLE-PAM2 inh -6, FAS TE block 28, MsrA act -1 and CSN inh -1.
Screening CNc1ccccc1-n1ccc(-c2ccccc2)n1 returned Rin1 Abl inh -1, eLon inh 12, MsrA inh 0.9, MT1-MMP act inh -6, Rpn11 inh inactive, MLLE-PAM2 inh 3, FAS TE block 13, MsrA act -3 and CSN inh 1.
For O=C(CSc1n[nH]c(-c2ccco2)n1)Nc1ccccc1Cl the results were Rin1 Abl inh 5, eLon inh 0, MsrA inh -0.9, MT1-MMP act inh 1, Rpn11 inh inactive, MLLE-PAM2 inh -19, FAS TE block -6, MsrA act -8 and CSN inh 0.
`COc1cc(/C=C(/C#N)C(=O)c2c(C)[nH]c3ccccc23)ccc1OCC#N` gave Rin1 Abl inh -3, eLon inh -11, MsrA inh 0.6, MT1-MMP act inh 2, Rpn11 inh inactive, MLLE-PAM2 inh -1, FAS TE block -6, MsrA act -7 and CSN inh 8.
CCc1nn2c(=O)cc(COc3cccc(NC(=O)c4ccco4)c3)nc2s1 was read as Rin1 Abl inh -1, eLon inh 3, MsrA inh -0.3, MT1-MMP act inh 0, Rpn11 inh inactive, MLLE-PAM2 inh -8, FAS TE block -2, MsrA act -6 and CSN inh 7.
`CC1Cc2ccccc2N1CC(=O)NC(=O)NCc1ccccc1` (configuration not stated) gave Rin1 Abl inh 3, eLon inh -5, MsrA inh -0.4, MT1-MMP act inh -1, Rpn11 inh inactive, MLLE-PAM2 inh 1, FAS TE block 2, MsrA act -6 and CSN inh 2.
CCOc1ccccc1C(C(=O)NC1CCCC1)N(Cc1ccco1)C(=O)CNC(=O)c1ccco1 (configuration not stated) was read as Rin1 Abl inh 2, eLon inh -11, MsrA inh -0.8, MT1-MMP act inh -6, Rpn11 inh inactive, MLLE-PAM2 inh 5, FAS TE block -3, MsrA act -3 and CSN inh 8.
Screening COC(=O)CSc1ccc2nnc(CCNS(=O)(=O)c3ccc(C)cc3)n2n1 returned Rin1 Abl inh 3, eLon inh -2, MsrA inh -0.5, MT1-MMP act inh 0, Rpn11 inh inactive, MLLE-PAM2 inh -6, FAS TE block -3, MsrA act -1 and CSN inh -9.
Screening CCN1C(=O)CS/C1=N\S(=O)(=O)c1ccc(Cl)cc1 returned Rin1 Abl inh 4, eLon inh -12, MsrA inh 0.5, MT1-MMP act inh -6, Rpn11 inh inactive, MLLE-PAM2 inh -5, FAS TE block -2, MsrA act -4 and CSN inh -2.

Grouped by structure: the entries above with two or more sulfur atoms (2)
Screening COC(=O)CSc1ccc2nnc(CCNS(=O)(=O)c3ccc(C)cc3)n2n1 returned Rin1 Abl inh 3, eLon inh -2, MsrA inh -0.5, MT1-MMP act inh 0, Rpn11 inh inactive, MLLE-PAM2 inh -6, FAS TE block -3, MsrA act -1 and CSN inh -9.
Screening CCN1C(=O)CS/C1=N\S(=O)(=O)c1ccc(Cl)cc1 returned Rin1 Abl inh 4, eLon inh -12, MsrA inh 0.5, MT1-MMP act inh -6, Rpn11 inh inactive, MLLE-PAM2 inh -5, FAS TE block -2, MsrA act -4 and CSN inh -2.

Additional structures.
For C=CCN(CC=C)CCOc1cc(C)ccc1[N+](=O)[O-] the results were Rin1 Abl inh 1, eLon inh -4, MsrA inh 1.6, MT1-MMP act inh 4, Rpn11 inh inactive, MLLE-PAM2 inh 7, FAS TE block 1, MsrA act -8 and CSN inh -3.
Screening CCOC(=O)c1c(S(=O)(=O)NCC(=O)Nc2ccccc2F)c(C)n(C)c1C returned Rin1 Abl inh 0, eLon inh 3, MsrA inh -0.3, MT1-MMP act inh -2, Rpn11 inh inactive, MLLE-PAM2 inh 3, FAS TE block -3, MsrA act 0 and CSN inh 2.
O=C(COc1ccc(C(=S)N2CCCC2)cc1)Nc1ccccc1C(F)(F)F was read as Rin1 Abl inh 1, eLon inh -17, MsrA inh 1.5, MT1-MMP act inh 2, Rpn11 inh inactive, MLLE-PAM2 inh 9, FAS TE block 8, MsrA act -2 and CSN inh 1.
`CN(C)S(=O)(=O)c1cccc(NC(=S)NCCc2ccccn2)c1` gave Rin1 Abl inh 0, eLon inh 1, MsrA inh -0.9, MT1-MMP act inh 3, Rpn11 inh inactive, MLLE-PAM2 inh 1, FAS TE block -3, MsrA act -2 and CSN inh 1.
Screening CC1CCN(C2=C(NS(=O)(=O)c3ccc(Br)cc3)C(=O)c3ccccc3C2=O)CC1 returned Rin1 Abl inh 1, eLon inh 4, MsrA inh 1.0, MT1-MMP act inh 8, Rpn11 inh inactive, MLLE-PAM2 inh 18, FAS TE block 21, MsrA act -3 and CSN inh 5.
Screening CCO[C@@H]1OC(C(=O)N2CCN(Cc3ccccc3)CC2)=C[C@H](c2cn(C(C)=O)c3ccccc23)[C@H]1CCCO returned Rin1 Abl inh -1, eLon inh 2, MsrA inh -0.2, MT1-MMP act inh 2, Rpn11 inh inactive, MLLE-PAM2 inh 3, FAS TE block 8, MsrA act -1 and CSN inh 0.
For COc1cc2c3c(c1)/C(=C1/SC(=S)NC1=O)C(=O)N3C(C)(C)C=C2C the results were Rin1 Abl inh 2, eLon inh 5, MsrA inh 0.1, MT1-MMP act inh -5, Rpn11 inh inactive, MLLE-PAM2 inh 9, FAS TE block 12, MsrA act -3 and CSN inh -13.
Screening CCOc1ncccc1C(=O)Nc1ccc2c(c1)OCO2 returned Rin1 Abl inh -1, eLon inh -1, MsrA inh 5.0*, MT1-MMP act inh 2, Rpn11 inh inactive, MLLE-PAM2 inh 7, FAS TE block -2, MsrA act -3 and CSN inh -3.
Screening Cc1nc2c(ccc3nc(NC(=O)c4ccc5c(c4)OCCO5)sc32)s1 returned Rin1 Abl inh -1, eLon inh -5, MsrA inh 0.5, MT1-MMP act inh -3, Rpn11 inh inactive, MLLE-PAM2 inh -23, FAS TE block 9, MsrA act -2 and CSN inh 45*.
`COc1ccc(Cn2c(=O)[nH]c3cc(OC)c(OC)cc3c2=O)cc1` gave Rin1 Abl inh 2, eLon inh 3, MsrA inh 0.4, MT1-MMP act inh -2, Rpn11 inh inactive, MLLE-PAM2 inh 9, FAS TE block 3, MsrA act -1 and CSN inh -2.

Overlap with the part before: 2 compounds, followed by the next part.
Screening Cc1nc2c(ccc3nc(NC(=O)c4ccc5c(c4)OCCO5)sc32)s1 returned Rin1 Abl inh -1, eLon inh -5, MsrA inh 0.5, MT1-MMP act inh -3, Rpn11 inh inactive, MLLE-PAM2 inh -23, FAS TE block 9, MsrA act -2 and CSN inh 45*.
`COc1ccc(Cn2c(=O)[nH]c3cc(OC)c(OC)cc3c2=O)cc1` gave Rin1 Abl inh 2, eLon inh 3, MsrA inh 0.4, MT1-MMP act inh -2, Rpn11 inh inactive, MLLE-PAM2 inh 9, FAS TE block 3, MsrA act -1 and CSN inh -2.
For COc1ccc(NS(=O)(=O)c2ccc(C)c(C(=O)NNC(=O)c3csc(N4CCOCC4)n3)c2)cc1 the results were Rin1 Abl inh 3, eLon inh -8, MsrA inh 1.0, MT1-MMP act inh 1, Rpn11 inh inactive, MLLE-PAM2 inh -13, FAS TE block -1, MsrA act -4 and CSN inh -4.
`Cc1cc(C)cc(Nc2ccc([N+](=O)[O-])nc2[N+](=O)[O-])c1` gave Rin1 Abl inh -5, eLon inh -6, MsrA inh 19*, MT1-MMP act inh 3, Rpn11 inh inactive, MLLE-PAM2 inh 10, FAS TE block 11, MsrA act -1 and CSN inh 5.
Cc1cc(C)n(-c2nnc(NC34CC5CC(CC(C5)C3)C4)nn2)n1 was read as Rin1 Abl inh 0, eLon inh 0, MsrA inh -0.7, MT1-MMP act inh 9, Rpn11 inh inactive, MLLE-PAM2 inh -14, FAS TE block -2, MsrA act -2 and CSN inh -2.
Screening CC1CCCN(CC(=O)Nc2cc(S(=O)(=O)N3CCOCC3)ccc2N2CCCC2)C1 (configuration not stated) returned Rin1 Abl inh 1, eLon inh -7, MsrA inh 1.1, MT1-MMP act inh -6, Rpn11 inh inactive, MLLE-PAM2 inh 6, FAS TE block -1, MsrA act -2 and CSN inh 0.
For O=C(NCc1nnnn1-c1ccc(Cl)cc1)c1ccc([N+](=O)[O-])o1 the results were Rin1 Abl inh -2, eLon inh -2, MsrA inh 1.5, MT1-MMP act inh 0, Rpn11 inh inactive, MLLE-PAM2 inh -8, FAS TE block 3, MsrA act 4 and CSN inh 4.
Screening CCOc1ccc(C(=O)NC(=S)Nc2cccc(NC(=O)c3ccco3)c2)cc1[N+](=O)[O-] returned Rin1 Abl inh 0, eLon inh 3, MsrA inh 3.7, MT1-MMP act inh 2, Rpn11 inh inactive, MLLE-PAM2 inh 34, FAS TE block 28, MsrA act -4 and CSN inh -3.
For CCn1c(SCC(=O)Nc2ccccc2N2CCOCC2)nnc1-c1ccccc1O the results were Rin1 Abl inh 0, eLon inh 0, MsrA inh -1.4, MT1-MMP act inh 6, Rpn11 inh inactive, MLLE-PAM2 inh 7, FAS TE block 0, MsrA act -3 and CSN inh 2.
Screening COc1cccc(CNC(=O)c2cccc(NC3=NC4CS(=O)(=O)CC4S3)c2)c1 (configuration not stated) returned Rin1 Abl inh 4, eLon inh -12, MsrA inh -0.4, MT1-MMP act inh -2, Rpn11 inh inactive, MLLE-PAM2 inh -132, FAS TE block -7, MsrA act -2 and CSN inh -4.
`O=C(COc1ccccc1)c1ccccc1` gave Rin1 Abl inh -1, eLon inh -13, MsrA inh 0.0, MT1-MMP act inh 2, Rpn11 inh inactive, MLLE-PAM2 inh 8, FAS TE block -3, MsrA act -2 and CSN inh 1.
For CCOP(=O)(OCC)C(Nc1ccc(F)cc1)c1ccccc1 (configuration not stated) the results were Rin1 Abl inh 2, eLon inh 3, MsrA inh 0.3, MT1-MMP act inh -4, Rpn11 inh inactive, MLLE-PAM2 inh 1, FAS TE block -4, MsrA act -2 and CSN inh -3.
COc1ccc(N2CCN(C(=O)COCc3cc(-c4ccc5c(c4)OCO5)on3)CC2)cc1 was read as Rin1 Abl inh 1, eLon inh -1, MsrA inh 1.3, MT1-MMP act inh -1, Rpn11 inh inactive, MLLE-PAM2 inh 1, FAS TE block 7, MsrA act -12 and CSN inh -2.
`N#Cc1cccn1-c1nccs1` gave Rin1 Abl inh 1, eLon inh -3, MsrA inh -0.3, MT1-MMP act inh -2, Rpn11 inh inactive, MLLE-PAM2 inh 2, FAS TE block 0, MsrA act -7 and CSN inh -7.
Cc1cccc(NC(=O)Cn2c(=O)n3nc(CCn4nc(C)cc4C)nc3c3ccccc32)c1 was read as Rin1 Abl inh -1, eLon inh -10, MsrA inh -1.2, MT1-MMP act inh 6, Rpn11 inh inactive, MLLE-PAM2 inh 6, FAS TE block -13, MsrA act -3 and CSN inh -2.
Screening CCOC(=O)N1CCC(NC(=O)CCC(=O)c2ccccc2)CC1 returned Rin1 Abl inh 2, eLon inh 1, MsrA inh 0.5, MT1-MMP act inh 4, Rpn11 inh inactive, MLLE-PAM2 inh 4, FAS TE block -6, MsrA act -1 and CSN inh -1.
